Bioassay records as filed in PubChem BioAssay.
ER stress surv: protection against thapsigargin ER stress killing – CSM14.1 cells, ATP luminescence, primary screen; relative survival (cellular ATP), % at 15 µg/mL (by protocol); 48,000 tested, 0.33% active; CSM14.1 thapsigargin ER stress survival;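 active = survival measured by cellular ATP above 50% at 15 µg/ml in the first screen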;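 note: cell death triggered by about 15 µM thapsigargin; ATP read 24 h after thapsigargin was added; plate controls were thapsigargin with DMSO for no effect and DMSO without thapsigargin for full effect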
* marks the source's active call; other numbers are inactive results. This is a subset; the hit share may differ from the screen's.

Start of the data: the first 2 entries, ahead of the listing:
SMILES	ER stress surv
CC1CCc2c(sc3nc(-c4ccccc4)oc(=O)c23)C1 (stereo not drawn)	6
COc1ccc(Br)cc1C(=O)Nc1ccc2c(c1)oc1ccccc12	2

Main list, previewed entries included:
SMILES	ER stress surv
CC1CCc2c(sc3nc(-c4ccccc4)oc(=O)c23)C1 (stereo not drawn)	6
COc1ccc(Br)cc1C(=O)Nc1ccc2c(c1)oc1ccccc12	2
CCOc1cc(C(=O)Nc2c(C)ccc3nsnc23)cc(OCC)c1OCC	8
O=C(Nc1ccccc1NC(=O)c1ccc(F)cc1)c1ccc(F)cc1	8
CCC1CCCCN1Cc1c(O)ccc2c(=O)c(-c3ccccc3)coc12 (stereo not drawn)	4
CCN(CC)CCOC(=O)c1ccc(NC(=O)c2ccc(OC)c(OC)c2)cc1	15
COc1ccc(NS(=O)(=O)c2ccc([N+](=O)[O-])cc2)cc1Cl	3
CC1(C)OC2C(C(=O)O)O[C@@H](n3cnc4c(N)ncnc43)C2O1 (stereo partly drawn)	12
CCc1ccccc1NC(=O)CN(c1ccccc1)S(=O)(=O)c1ccccc1[N+](=O)[O-]	2
COc1ccc(-c2cc(C3CC3)nc(SC)c2C#N)cc1	10
COc1c(C2=CC(=O)N(C)C2=O)c2c(n1C)C(=O)c1ccccc1C2=O	11
O=S(=O)(c1ccc(Oc2ccccc2)cc1)N1CCOCC1	5
COC(=O)c1c(NC(=O)C2C3CCC(C3)C2C(=O)O)sc(C)c1-c1ccc(C)cc1 (stereo not drawn)	-3
COc1ccccc1NC(=O)C(=O)N/N=C/c1cccc(OC)c1O	16
CCOC(=O)C1CCN(C(=O)Nc2cccc3ccccc23)CC1	-4

The closing 5 entries of the section above come first, to join the parts:
SMILES	ER stress surv
COc1c(C2=CC(=O)N(C)C2=O)c2c(n1C)C(=O)c1ccccc1C2=O	11
O=S(=O)(c1ccc(Oc2ccccc2)cc1)N1CCOCC1	5
COC(=O)c1c(NC(=O)C2C3CCC(C3)C2C(=O)O)sc(C)c1-c1ccc(C)cc1 (stereo not drawn)	-3
COc1ccccc1NC(=O)C(=O)N/N=C/c1cccc(OC)c1O	16
CCOC(=O)C1CCN(C(=O)Nc2cccc3ccccc23)CC1	-4
Cc1cccc(NC(=O)/C(C#N)=C\c2ccc(OCC(=O)O)cc2)c1	9
CN1C(=O)C(=Cc2cccc(OCCOc3ccccc3)c2)C(=O)N(C)C1=O	2
COc1ccccc1C(=O)O/C(=C/c1nc2ccccc2n1C)c1ccccc1OC	-5
CCOC(=O)c1cnn(C(=O)OCC)c1N	0
CCCN1C/C(=C\c2ccccc2)C(=O)/C(=C/c2ccccc2)C1	-1
O=C(Nc1ccc2nn(-c3ccc(F)cc3)nc2c1)c1ccc([N+](=O)[O-])cc1	-8
CCOC(=O)c1ccc(NC(=O)C(=O)NCCCOC)cc1	10
CCOc1ccc(N(CC(=O)Nc2ccc(C)cc2C)S(=O)(=O)c2ccc(SC)cc2)cc1	7
C/C(O)=C/c1nc2ccccc2n(-c2ccccc2)c1=O	-8
COc1ccccc1NC(=O)C1=C(C)NC(=O)NC1c1cccc(OC)c1OC (stereo not drawn)	3
Cc1ccc(CNC(=O)C(C)Oc2ccc(Cl)cc2Cl)cc1 (stereo not drawn)	-2
Cc1ccc2nsnc2c1NC(=O)COc1ccc(Br)cc1	0
O=C(Nc1cccnc1)c1cnn2c1NC(c1cccs1)CC2C(F)(F)F (stereo not drawn)	-4
O=C(NC(=S)Nc1ccc2oc(-c3ccc(Cl)c(Cl)c3)nc2c1)c1ccccc1	-3
CC(C)(C)C1CCc2c(sc3ncn(N)c(=N)c23)C1 (stereo not drawn)	-28
Cc1cc(C)nc(Nc2nc3ccccc3s2)n1	8
Cc1cc(/C=C2\C(=O)NC(=O)N(c3cccc(Br)c3)C2=O)c(C)n1-c1cccnc1	10
CC(=O)c1cccc(-c2ccc(/C=C3\C(=O)N(c4cccc(C(=O)O)c4)N=C3C)o2)c1	2
CCCOC(=O)/C(C(N)=NCCO)=C(/O)OCCC	9
O=C(O)c1ccc(/C=N/N2CCN(c3ccccc3)CC2)cc1	8
CCCCCCCNC1CC(=O)N(c2ccc(F)cc2)C1=O (stereo not drawn)	-1
CCOC(=O)COc1ccc2cc(-c3nc4ccccc4[nH]3)c(=O)oc2c1	1
O=C(c1ccccc1)N1CCN(C2CC3CCC2C3)CC1 (stereo not drawn)	4
CC(C)OC(=O)c1c(NC(=O)c2ccccc2F)sc2c1CCCCC2	3
O=C1CC(N2CCN(c3ccccc3Cl)CC2)C(=O)N1c1cccc(Br)c1 (stereo not drawn)	7
Cc1ccc(C(=O)/C=C/Nc2ccccc2)cc1	-6
Cc1cccc(-c2n[nH]c(=S)n2-c2ccccc2)c1	-2
CC(=O)Nc1ccc(S(=O)(=O)N2CCN=C2C)cc1	1
CCOC(=O)c1cn(CC)c2cc(N(C)CCc3ccc(OC)c(OC)c3)c(F)cc2c1=O	22
COc1ccc(NS(=O)(=O)c2ccc(C)c([N+](=O)[O-])c2)cc1	-8
Cc1[nH]n(-c2ccccc2)c(=O)c1C=Nc1cccc(Br)c1	0
Cc1cc(C)cc(NC(=O)COc2cccc(C)c2)c1	7
Cc1ccc(C)c(N(CC(=O)Nc2c(C)n(C)n(-c3ccccc3)c2=O)S(=O)(=O)c2ccccc2)c1	12
CC1CCc2cc(F)ccc2N1C(=O)c1ccc(Cl)c(Cl)c1 (stereo not drawn)	1
CCCOc1c(Br)cc(C2C3=C(CC(C)(C)CC3=O)OC3=C2C(=O)CC(C)(C)C3)cc1OC	-2
O=C(Nc1ccc(-c2nc3ccccc3[nH]2)cc1)c1ccc(Br)o1	5
CCC1(C(O)(C#CCN2CCCCC2)c2ccccc2)CCCC1 (stereo not drawn)	-5
COC(=O)C1=C(C)NC(=O)NC1c1ccc(OC)c(OC)c1OC (stereo not drawn)	8
NC(=O)c1ccc(NC(=O)c2cccc(I)c2)cc1	4
C=CCNC(=O)c1cnn(-c2ccccc2)c1NC(=O)c1ccccc1Cl	11
COCCNC(=O)c1cc2n(n1)C(C(F)(F)F)CC(c1ccc(Br)cc1)N2 (stereo not drawn)	2
COc1ccc(NC(=O)CC(C)=O)cc1Cl	3
O=S(=O)(Nc1nc2ccccc2s1)c1cccs1	6
COc1ccccc1CC(=O)n1nnc2ccccc21	7
CCCCCOC(=O)C1=C(C)NC2=C(C(=O)CCC2)C1c1cccc(Cl)c1 (stereo not drawn)	14
Cc1cc(C)nc(/N=C(/N)Nc2cccc(C(F)(F)F)c2)n1	-4
COC(=O)c1c(C)oc2ccc(OCc3c(F)c(F)c(F)c(F)c3F)cc12	1
CCCCOc1ccccc1NC1=NS(=O)(=O)c2ccccc21	2
Cc1nc2sc3c(c2c(=O)n1-n1cccc1)CCCC3	18
COc1cc(NC(=O)/C=C/c2ccc(C)cc2)c(OC)cc1Cl	10
COc1ccccc1N1CCN(C(=O)c2sc3cc(C)ccc3c2Cl)CC1	3
Nc1nonc1C(=O)N/N=C/c1cn[nH]c1-c1ccccc1	4
CC(=O)c1ccc(NC(=S)NC(=O)c2cccnc2)cc1	4
CCCc1noc(-c2ccccc2Cl)n1	2
Cc1cc(C(=O)NC2CCSC2=O)ccc1[N+](=O)[O-] (stereo not drawn)	1
CCCC(=O)Nc1cccc(NC(=O)c2ccc(-c3cccc(Cl)c3C)o2)c1	-5
O=C(/C=C/c1cc(Br)cs1)Nc1cccc([N+](=O)[O-])c1	-3
CCN(CC)c1ccc(NC(=O)c2cccs2)cc1	-8
CCN(CC)C1=NS(=O)(=O)c2ccccc21	1
CCOc1ccccc1N1COc2ccc3ccccc3c2C1	2

Continued.
SMILES	ER stress surv
COc1cc(/C=C2/NC(=S)NC2=O)cc(Cl)c1OC(C)C	10
O=C(NC(=S)Nc1ccc2oc(-c3ccccc3Br)nc2c1)c1ccccc1Cl	1
COC(=O)c1ccccc1Sc1c(-c2ccccc2)nc2ccccn12	15
Cc1ccc2nc(-c3ccc(NC(=O)C4CCC(C)(C(=O)O)C4(C)C)cc3)sc2c1 (stereo not drawn)	-4
O=C(Nc1ccccc1C(=O)NC1CCCCC1)c1ccccc1	9
O=C(O)CN1C(=O)/C(=C/c2ccc(OC(=O)c3ccccc3I)cc2)SC1=S	9
O=C(COc1ccc(C=C2C(=O)NC(=O)NC2=O)cc1)NCCc1ccccc1	8
COc1ccc(/C=C2\C(=O)NC(=O)N(c3cc(C)cc(C)c3)C2=O)cc1I	5
COc1ccc(OC)c(N2C(=O)C3C4C=CC(C4)C3C2=O)c1 (stereo not drawn)	12
COc1ccc(OC)c(C2C(C(C)=O)=C(O)C(=O)N2c2nc3ccccc3s2)c1 (stereo not drawn)	3
CC(=O)C1=C(Nc2ccccc2)CC(C)(O)C(C(C)=O)C1c1ccc(F)cc1 (stereo not drawn)	-4
Cc1ccc(C(=O)Nc2ccc(C(=O)/C=C/c3cccnc3)cc2)cc1	-6
Cc1ccc(-c2oc3ccccc3c(=O)c2O)cc1	-3
COc1cc(/C=C(\C#N)c2nc(-c3ccc(-c4ccccc4)cc3)cs2)ccc1O	7
C=CCOc1ccc(/C=C/C(=O)c2ccc(C)cc2)cc1OC	-1

Already shown: 2 of the compounds above.
SMILES	ER stress surv
COc1cc(/C=C(\C#N)c2nc(-c3ccc(-c4ccccc4)cc3)cs2)ccc1O	7
C=CCOc1ccc(/C=C/C(=O)c2ccc(C)cc2)cc1OC	-1

(next part)
SMILES	ER stress surv
COc1c(Cl)cc(C(=O)N2CCN(c3ccc(-n4c(C)ccc4C)cc3[N+](=O)[O-])CC2)cc1Cl	4
Cc1cc(N2CCOCC2)c2c(N)c(Br)cc(C)c2n1	0
COc1cc(/C=C2\C(=O)NC(=O)N(c3ccc(Br)cc3)C2=O)cc([N+](=O)[O-])c1O	-2
CCOC(=O)CSc1nc2sc3c(c2c(=O)n1-c1ccccc1)CCCCC3	-4
COc1ccc(CC(=O)N2CCN(c3ccccn3)CC2)cc1OC	0
CC(=O)C1=C(O)CC(C)(C)CC1=NCc1ccccc1	6
CCOC(=O)c1nn(-c2ccccc2)cc1O	-3
COc1ccc(C(=O)Nc2cc(C)cc(C)n2)cc1OC	-2
Cc1cccc(NC(=O)C2COc3ccccc3O2)c1 (stereo not drawn)	-3
CC(C)(Oc1ccc(C2CCCCC2)cc1)C(=O)O	16
COc1cc(OC)c(C2NC(=O)NC(C)=C2C(=O)Nc2ccccc2C)cc1OC (stereo not drawn)	0
COC(=O)C[n+]1ccccc1CCC#N	7
COc1ccccc1CC1CC(=O)N(c2cccc(Cl)c2C)C1=O (stereo not drawn)	4
Cc1ccc(-c2noc(-c3cccs3)n2)cc1	0
CC1=C(C(=O)OCc2ccccc2)C(c2ccccc2Cl)C2=C(CC(C)(C)CC2=O)N1 (stereo not drawn)	-8
Cc1c(NC(=O)CSc2nc3ccccc3n2C)c(=O)n(-c2ccccc2)n1C	-2
O=S(=O)(Nc1ccccc1)c1cc(S(=O)(=O)Nc2ccccc2)c2cc(O)ccc2c1	-5
CCOC(=O)c1ccc2[nH]c(C)cc(=O)c2c1	4
COc1cc(/C=C2/C(=O)NC(=O)N(c3ccccc3C)C2=O)ccc1OCCOc1ccccc1	0
Cc1ccc(-n2[nH]c(=O)c(/C=c3/c(C)c(C#N)c4nc5ccccc5n4c3=O)c2O)cc1C	1
COc1ccc(C(=O)CC(c2ccccc2)C2CCCCC2=O)cc1 (stereo not drawn)	6
CCc1nnc(NS(=O)(=O)c2ccc(N/C=C\C(=O)c3ccc4ccccc4c3)cc2)s1	10
O=c1c2cnn(-c3ccccc3)c2nc(-c2ccccc2)n1-c1ccc(Br)cc1	1
C=CCn1c(CSc2nc3sc4c(c3c(=O)[nH]2)CCCC4)n[nH]c1=S	7
Cc1ccc(OCC(=O)Nc2ccc(C)cc2[N+](=O)[O-])cc1	-2
O=C1S/C(=C/c2ccc(Cl)cc2Cl)C(=O)N1CN1CCCCC1	-21
CC(C)(C(=O)O)c1ccc([N+](=O)[O-])cc1	4
COc1ccc(N(CC(=O)N2CCCCCC2)S(=O)(=O)c2ccccc2[N+](=O)[O-])c(OC)c1	8
C=CCN1C(=O)/C(=C\c2ccc(OCc3ccc(F)cc3)c(OCC)c2)C(=O)NC1=S	10
Cc1cccc(C(=O)Nc2sc3c(c2C(=O)N2CCCC2)CCCCC3)c1	-2

4 entries out of the list, arranged by count of non-hydrogen atoms, falling:
SMILES	ER stress surv
Cc1cccc(C(=O)Nc2sc3c(c2C(=O)N2CCCC2)CCCCC3)c1	-2
COc1ccc(C(=O)CC(c2ccccc2)C2CCCCC2=O)cc1 (stereo not drawn)	6
CCOC(=O)c1ccc2[nH]c(C)cc(=O)c2c1	4
CC(C)(C(=O)O)c1ccc([N+](=O)[O-])cc1	4

Going on with the list:
SMILES	ER stress surv
O=C(C(c1ccccc1)c1ccccc1)N1CCN(Cc2ccncc2)CC1	-2
CCN(CC)c1ccc(NC(=O)c2cc3ccccc3o2)cc1	1
CN(C)c1cccc(C(=O)Nc2cc(Cl)cc(Cl)c2)c1	4
CC1=C(C(=O)Nc2ccccc2C)C(c2ccc(Cl)cc2)C2=C(CCCC2=O)N1 (stereo not drawn)	17
Clc1cccc(N=Cc2ccncc2)c1	8
COc1ccc(NC(=O)COc2cccc3ccccc23)c([N+](=O)[O-])c1	5
